Screening data from PubChem BioAssay.
Vif imaging: HIV Vif inhibition; HEK293T cells, Vif self-association by quenched fluorescence, imaging, 24 h; inhibition, % at 7.49 µM; hit rate 0.35% among 340,000; in the data active = inhibition above about 50%, passing the limit was not always enough; also: some results filed as inactive read as strong as hits
Glyco luc inh: blocks N-linked glycosylation in D54 reporter cells; D54 ERlucT glycosylation luciferase reporter, 24 h; percent of 100 nM tunicamycin response; reporter increase, % at 12.5 µM; hit rate 0.23% among 360,000;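 active = mean luciferase reporter signal, scaled so untreated is 0 and the glycosylation-blocking control 100, at or above a set limit in every replicate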;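 also: luciferase carries N-glycosylation sites so blocking glycosylation raises the light; 0% = median of neutral control wells and 100% = median of 100 nM tunicamycin wells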
aDG glyco up: increases alpha dystroglycan glycosylation; Pro5-aDG cells, alpha-DG glycosylation AlphaScreen (IIH6); 0% Pro5, 100% B10-LARGE cell signal; activation, % at 10 µM; hit rate 0.22% among 360,000; AID 624168;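 active = activation of at least 8% versus controls, or a plate z-score of at least 8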;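 also: Pro5 are CHO cells carrying HIG-tagged alpha-DG that lacks glycosylation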
TLR9-MyD88 block: blocks human TLR9 binding to MyD88; Q9NR96+Q99836; CHO BLA complementation TLR9-MyD88, CCF4 FRET ratio; inhibition, % at 4.98 µM; hit rate 0.21% among 340,000; AID 504734;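 active = inhibition above the mean over all tested compounds plus 3 SD, cut at about 21% in these data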;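 also: 0% = DMSO only wells and 100% = clavulanate BLA inhibitor control wells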
MC4R barr agon: agonists of human melanocortin 4 receptor (MC4R) beta-arrestin; P32245; U2OS MC4R beta-arrestin complementation, luminescence; percent of melanotan II response, DMSO zero; activation, % at 8.9 µM; hit rate 0.98% among 360,000;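 active = activation above a per-plate cutoff, the mean activation of sample wells on that plate plus 3 SD, cut at about 8% in these data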
MC4R antag cAMP: antagonists of human melanocortin 4 receptor (MC4R); MC4R-expressing cells, MTII-stimulated cAMP, LANCE TR-FRET; hit rate 0.48% among 360,000; inhibition, % at 6.5 µM;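 active = inhibition above its plate's cutoff, the mean of tested wells on that plate plus 3 SD, cut at about 29% in these data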;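 also: 0% = Melanotan II alone and 100% = Melanotan II plus saturating MCL0020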
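Assay system: human MC4R-expressing U2OS cells; reagent: Melanotan II stimulation of cells; dosing: 6.5 µM single dose; timing: compound 30 min, challenge 1 h, detection 1 h; signal: TR-FRET cAMP assay; replicates: one well per compound, no replicates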
NOD2-RIPK2 inh: NOD2-RIPK2 protein interaction inhibition | O43353 | CHO BLA complementation NOD2-RIPK2, CCF4 ratio | inhibition, % at 4.98 µM | hit rate 0.38% among 360,000 | AID 624267; in the data active = inhibition above about 21%;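 also: 0% = vehicle only and 100% = reference blocker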
ABHD5 PLIN5 PPI: ABHD5-PLIN5 protein interaction inhibition; Q00G26+Q8WTS1; Split G. princeps luciferase complementation, luminescence, 4 h; inhibition, % at 4 µM; hit rate 0.78% among 360,000; AID 602281;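 active = inhibition above the mean inhibition across every tested compound plus 3 SD, cut at about 22% in these data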;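 also: 0% = DMSO only wells and the 100% control is not disclosed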
Target sequence (Q00G26 whole entry, looked up): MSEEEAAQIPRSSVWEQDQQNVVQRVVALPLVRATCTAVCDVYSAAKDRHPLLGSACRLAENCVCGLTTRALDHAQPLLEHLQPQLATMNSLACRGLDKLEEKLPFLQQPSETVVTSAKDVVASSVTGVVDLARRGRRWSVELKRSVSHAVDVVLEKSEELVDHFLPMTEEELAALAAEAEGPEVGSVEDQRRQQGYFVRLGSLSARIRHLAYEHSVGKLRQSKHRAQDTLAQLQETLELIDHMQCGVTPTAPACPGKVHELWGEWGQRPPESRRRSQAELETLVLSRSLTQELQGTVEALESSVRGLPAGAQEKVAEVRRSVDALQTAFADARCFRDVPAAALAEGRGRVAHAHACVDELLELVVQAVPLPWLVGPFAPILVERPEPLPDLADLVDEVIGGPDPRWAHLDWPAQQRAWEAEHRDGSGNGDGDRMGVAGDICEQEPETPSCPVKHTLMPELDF
Target sequence (Q8WTS1 whole entry, looked up): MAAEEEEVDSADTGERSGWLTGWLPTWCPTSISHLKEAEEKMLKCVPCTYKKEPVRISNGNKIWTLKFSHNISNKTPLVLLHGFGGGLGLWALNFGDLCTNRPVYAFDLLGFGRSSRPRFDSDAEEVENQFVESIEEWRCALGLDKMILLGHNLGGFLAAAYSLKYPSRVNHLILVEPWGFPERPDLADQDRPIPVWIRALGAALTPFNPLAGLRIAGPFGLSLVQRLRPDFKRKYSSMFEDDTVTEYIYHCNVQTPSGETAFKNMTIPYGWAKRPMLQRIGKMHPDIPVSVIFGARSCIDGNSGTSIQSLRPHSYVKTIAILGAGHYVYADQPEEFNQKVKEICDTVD
ABCB6 inh 2: human ABCB6 transporter inhibition. Q9NP58. K562-ABCB6 porphyrin accumulation, flow cytometry, 1 h; active compounds read low. fluorescence ratio to DMSO, % at 10 µM. hit rate 0.19% among 360,000. AID 602162;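 active = fluorescence ratio to DMSO below 75%, the collection mean minus 3 SD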;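 also: signal is porphyrin accumulated inside mitochondria; 100% equals median channel fluorescence of DMSO control wells; lower ratio means ABCB6 inhibition with less porphyrin fluorescence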
Granule exo inh: blocks lytic granule exocytosis; TALL-104 LAMP-1 surface exposure, flow cytometry; cells stimulated with thapsigargin and PMA; inhibition, % at 10 µM; hit rate 0.66% among 360,000; AID 651702;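 active = inhibition above about 55%, limit read from the data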
* hit, by the source's call; x = no result given. Some of the compounds tested; count on the stated rates, not on these rows.

SMILES	MC4R antag cAMP	MC4R barr agon	Vif imaging	Glyco luc inh	TLR9-MyD88 block	ABCB6 inh 2	aDG glyco up	Granule exo inh	ABHD5 PLIN5 PPI	NOD2-RIPK2 inh
CSCCC(=O)N1CCN(CC(=O)N2CCCC2)CC1	8	0.2	-14	0	-13	109	0.1	-6	-4	-10
O=C(Nc1cccc(N2C(=O)C3CCCCC3C2=O)c1)c1ccccc1 (configuration not stated)	2	-3.9	-10	-2	-5	93	0.0	3	-2	-5
COc1ccc(-n2c(=O)c3c4c(sc3n(CC(=O)NCc3ccco3)c2=O)CCC4)c(OC)c1	5	-1.9	7	-2	0	98	-0.1	-2	5	-8
O=C(NCc1ccco1)c1ccc(-c2ccc3nccn3c2)cc1	-4	-0.2	x	-3	x	98	0.2	3	22*	-4
COc1ccccc1-c1noc2c1C(=O)NCC2	-1	0.1	-7	0	2	96	0.3	-3	-6	-14
O=C(Cc1c(F)cccc1Cl)Nc1ccccc1C(=O)N1CCCCC1	15	-3.4	x	-1	-3	101	-0.2	-2	-3	-1
O=C(Nc1cc(S(=O)(=O)N2CCOCC2)ccc1N1CCCCC1)c1cc(-c2ccccn2)nc2ccccc12	3	-1.3	-2	-6	5	79	-0.1	-4	-8	-11
CCCS(=O)(=O)N1CCCC(C(=O)Nc2ccc3c(c2)CCC3)C1 (configuration not stated)	9	-1.6	x	x	-15	105	0.0	-1	-8	-6
C=CCN(Cc1nc(-c2ccccc2)no1)C(=O)c1ccc2c(c1)OCO2	0	-1.6	-42	-1	-4	100	-0.2	3	0	-2
O=S(=O)(NCC(c1ccco1)N1CCc2ccccc2C1)c1ccc(Br)cc1 (configuration not stated)	6	-1.4	15	-3	-1	98	-0.3	-2	-2	-5
Cc1ccc(NP(=O)(Nc2ccc(C)cc2)Nc2ccc(C)cc2)cc1	8	4.2	4	-2	0	98	0.2	1	-7	-8
CN(C)CCOc1ccc(C(C)(C)c2ccccc2)cc1	17	-1.0	-2	0	3	100	0.0	-5	4	3
O=C(NCCN1CCCCC1)Nc1ccccc1Cl	-2	-1.5	-4	0	-1	97	0.0	-3	5	-4
Cc1cc(C)c2cc(CNC3CCCC3)c(Cl)nc2c1	19	0.3	5	-7	-10	99	0.1	1	-3	-4
CC(C)c1ccccc1OCC(=O)NC1CCCc2ccccc21 (configuration not stated)	-1	0.1	-1	-3	-2	97	0.1	-2	-3	2
CCOc1ccccc1NC(=S)NC(=O)c1ccco1	0	-0.5	-6	4	0	99	0.0	-4	-3	-3
Cc1nc2cc(NC(=O)N3CC4(C)CC3CC(C)(C)C4)ccc2n1C (configuration not stated)	3	0.0	1	-1	15	103	-0.1	-4	2	9
CCn1c(=O)c(C(C)=O)c(O)c2ccccc21	3	-0.8	10	2	8	99	-0.3	-2	0	-4
COc1ccc(CCNC(=O)CCCOc2ccc(C)cc2)cc1OC	10	1.1	-5	2	-8	99	0.0	-7	1	1
Cc1csc(NC(=O)CSCc2c(C)noc2C)n1	-1	-1.4	0	3	3	95	0.1	2	3	2
CC(=O)Nc1ccc(S(=O)(=O)NCC(=O)N2CCN(S(=O)(=O)c3cccs3)CC2)cc1	-2	2.2	0	-1	1	97	0.0	10	-15	-10
COCCNC(=O)CN(C(=O)Cn1nnc2ccccc21)c1cccc(C)c1C	-5	0.4	9	1	0	100	0.1	11	-6	-9
CC(=O)N(C(C)=O)c1cccc(N(Cc2ccccc2)Cc2ccccc2)c1	11	-2.5	-1	-2	6	118	0.6	1	4	0
Cc1ccc2cccc(OCc3ccc(Br)cc3)c2n1	6	-2.2	10	-3	-11	96	0.1	9	2	-2
O=[N+]([O-])c1ccc(NN=Cc2cccc3ccccc23)nc1	-2	1.6	-4	-4	1	99	0.2	-2	-5	9

Quoted at random: five entries already listed
SMILES	MC4R antag cAMP	MC4R barr agon	Vif imaging	Glyco luc inh	TLR9-MyD88 block	ABCB6 inh 2	aDG glyco up	Granule exo inh	ABHD5 PLIN5 PPI	NOD2-RIPK2 inh
CC(C)c1ccccc1OCC(=O)NC1CCCc2ccccc21 (configuration not stated)	-1	0.1	-1	-3	-2	97	0.1	-2	-3	2
Cc1cc(C)c2cc(CNC3CCCC3)c(Cl)nc2c1	19	0.3	5	-7	-10	99	0.1	1	-3	-4
CN(C)CCOc1ccc(C(C)(C)c2ccccc2)cc1	17	-1.0	-2	0	3	100	0.0	-5	4	3
Cc1ccc2cccc(OCc3ccc(Br)cc3)c2n1	6	-2.2	10	-3	-11	96	0.1	9	2	-2
Cc1csc(NC(=O)CSCc2c(C)noc2C)n1	-1	-1.4	0	3	3	95	0.1	2	3	2

Next section:
SMILES	MC4R antag cAMP	MC4R barr agon	Vif imaging	Glyco luc inh	TLR9-MyD88 block	ABCB6 inh 2	aDG glyco up	Granule exo inh	ABHD5 PLIN5 PPI	NOD2-RIPK2 inh
Cc1cc(C(=O)CN2C(=O)c3ccccc3C2=O)c(C)n1C1CC1	8	1.3	-5	-5	-3	98	-0.1	0	-6	-5
Oc1ccc(/C=N/N2CCN(C3c4ccccc4-c4ccccc43)CC2)cc1	13	6.3	-2	0	-3	93	0.1	-1	-5	-6
O=C(NCc1ccco1)c1cc(C(=O)C2CCCCC2)c[nH]1	-2	-2.1	26	-2	3	95	0.0	-4	8	1
O=C(CCS(=O)(=O)c1ccccc1)Nc1nc(-c2ccccn2)cs1	-6	-0.4	-11	-12	-3	100	0.7	19	7	-23
CCCCNC(=O)CSc1nc2ccc(N3CCOCC3)cc2c(=O)n1Cc1ccc(OC)cc1	3	1.6	-15	1	1	98	-0.2	0	-3	-8
O=C(CSC(=S)N1CCN(c2ccccc2)CC1)Nc1nc(-c2ccccc2)c(-c2ccccc2)o1	3	-2.4	-2	1	0	105	0.4	-7	1	-4
CCOC(=O)N1CCN(S(=O)(=O)c2ccc(C)cc2)C1c1ccccc1 (configuration not stated)	19	-0.8	-4	-2	0	92	-0.1	1	0	5
COc1cc(NC(=O)CSc2nnc(C)s2)cc(OC)c1	2	-0.6	-17	-1	-8	98	0.6	-4	-2	-4
CCCCCC1CC(=O)N(Cc2ccccc2)C(=O)N1 (configuration not stated)	-2	-1.1	5	4	1	119	0.1	-2	-1	5
CCCCC(=O)Nc1ccc(NC(=O)c2ccc([N+](=O)[O-])cc2)cc1OC	10	0.8	2	1	-4	97	0.1	0	-1	-5
CCCCN(C(=O)C1CCCC1)c1c(N)n(CC(C)C)c(=O)[nH]c1=O	1	-1.3	-2	0	-3	101	0.5	-2	6	-14
O=C(C1=C[C@H](C2CC2)C[C@H](OCCCCO)O1)N1CCN(Cc2ccc3c(c2)OCO3)CC1	4	-2.1	-5	0	-2	93	-0.1	-1	-7	-14
CCOC(=O)N1CCN(Cc2nc(-c3ccccc3)no2)CC1	-1	-0.9	x	3	8	97	0.0	-2	1	-15
Cc1cc(/C=N/NC(=O)CC#N)c(C)n1-c1ccc([N+](=O)[O-])cc1	-4	-2.7	3	-1	6	93	-0.1	-2	6	-10
Cc1ccc(NC(=O)CSc2nnc3ccccn23)cc1S(=O)(=O)N1CCOCC1	-4	-0.6	5	-2	-1	100	-0.1	81*	-2	-10
COc1ccc(CCNC(=O)/C(C#N)=C2\N=C(NC(=O)c3cccs3)c3ccccc32)cc1	-5	6.9	7	3	2	111	-0.4	4	6	2
CCOC(=O)c1cnc2c(ccc3ccccc32)c1NCCCN(C)C	7	-2.3	-3	98*	-4	100	0.0	2	4	10
CCOC(=O)n1n[n+]([O-])c2ccccc21	2	0.2	0	4	2	105	-0.2	-1	6	-23
CC(C)N(C(=O)N1CCN(c2ccnc3cc(Cl)ccc23)CC1)C(C)C	8	-1.5	-10	-4	-2	92	0.0	11	7	-13
CC(C)(C)NC(=O)C(=O)N/N=C/c1ccc(F)cc1	-5	-1.2	9	-1	-2	108	0.0	-20	-4	1
CCOC(=O)Nc1cccc(NC(=O)c2ccccc2F)c1	8	-2.4	0	-2	2	101	0.2	-3	-5	1
CC(=O)N1c2ccc(S(=O)(=O)N3CCCCC3)cc2CC1C(=O)Nc1cccc(C)c1 (configuration not stated)	6	-0.5	-8	0	-7	94	0.1	-3	4	9
CC(C)(C)NC(=O)CN1CCC(NC(=O)C23CC4CC(CC(C4)C2)C3)CC1	-2	-2.8	20	-1	0	92	0.6	-2	3	-6
CC(=O)N(C(C)=O)N1C(=O)C2C3c4ccccc4C(c4ccccc43)C2C1=O (configuration not stated)	20	-3.9	0	-3	-4	97	0.2	24	-1	0
Cc1cccc(OCC(=O)NNC(=O)c2cccs2)c1	0	-2.4	-4	1	4	98	-0.3	-2	4	-8
COc1ccc(C(=O)CSc2cc(C)nc(SCC(=O)c3ccc(C)cc3)n2)cc1	9	0.5	x	-3	4	109	0.2	56*	0	0
COC(=O)c1cc(C(=O)OCC(=O)NCc2cccs2)cc([N+](=O)[O-])c1	1	-1.7	-5	0	-7	85	0.2	-5	0	0
CC(C)(C)c1cc(N)on1	-5	1.4	2	1	0	100	-0.4	-1	5	-7
Cn1c(-c2ccco2)nc2cc3ccccc3cc21	10	2.2	1	-13	2	97	0.0	2	5	-2
CCNC(=S)Nc1ccc(Cl)c(C(F)(F)F)c1	9	-1.1	-4	-5	0	90	0.0	2	-7	4
CCOc1ccc(CCNC(=O)COC(=O)c2cccc(OC)c2O)cc1OCC	10	0.5	4	1	7	103	0.3	2	-1	-1
COc1ccc(OC)c(Nc2ncnc3ccc(Br)cc23)c1	2	-0.2	-3	-5	3	94	0.5	41	1	3
CCCCOc1ccccc1C1CC(=O)NC2=C1C(=O)CCC2 (configuration not stated)	-17	-1.4	-5	22	-2	104	-0.3	4	16	3
COc1ccc(/C=C2\SC(=O)N=C2N)cc1OC	-11	-2.1	x	-1	0	98	-0.3	-2	-5	-22

In the list so far, these have a Cl atom:
SMILES	MC4R antag cAMP	MC4R barr agon	Vif imaging	Glyco luc inh	TLR9-MyD88 block	ABCB6 inh 2	aDG glyco up	Granule exo inh	ABHD5 PLIN5 PPI	NOD2-RIPK2 inh
O=C(Cc1c(F)cccc1Cl)Nc1ccccc1C(=O)N1CCCCC1	15	-3.4	x	-1	-3	101	-0.2	-2	-3	-1
O=C(NCCN1CCCCC1)Nc1ccccc1Cl	-2	-1.5	-4	0	-1	97	0.0	-3	5	-4
Cc1cc(C)c2cc(CNC3CCCC3)c(Cl)nc2c1	19	0.3	5	-7	-10	99	0.1	1	-3	-4
CC(C)N(C(=O)N1CCN(c2ccnc3cc(Cl)ccc23)CC1)C(C)C	8	-1.5	-10	-4	-2	92	0.0	11	7	-13
CCNC(=S)Nc1ccc(Cl)c(C(F)(F)F)c1	9	-1.1	-4	-5	0	90	0.0	2	-7	4
